Assay outcomes: PubChem BioAssay, several laboratories
LYP inhibition = inhibitors of LYP phosphatase, biochemical, fluorescence intensity, uHTS (AID 1779) | recombinant LYP phosphatase, fluorescence intensity; higher % means a stronger effect | inhibition, % at 11.5 µM; hits with a dose series show IC50 in µM | actives 0.054% (n = 290,000);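 further: plate controls were vehicle with enzyme for no effect and no enzyme for full effect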
P. falciparum M1AAP = malaria alanyl aminopeptidase activity blockers – biochemical, fluorogenic H-Leu-NHMec substrate, 1536-well (AID 1445) | actives 0.42% (n = 220,000) | recombinant M1AAP, H-Leu-NHMec fluorogenic kinetic assay; higher % means a stronger effect | one-dose inhibition, % at 30 µM; IC50 in µM for titrated hits;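 active means primary inhibition above the hit cutoff, then over 50% inhibition at one or more dose response concentrations, cut at about 23% in these data, passing the limit was not always enough; inconclusive means conflicting primary data, or primary hits not chosen for dose response; inactive means low primary inhibition, or under 50% at every dose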;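 further: plate controls were DMSO full reaction for no effect and no enzyme background for full effect; strong numbers were not always called active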
AID2073 = disruptors of CaV2.2 binding to Mint1 – biochemical, HTRF (AID 2073) | HTRF protein-protein interaction, Mint1-CaV2.2; higher % means a stronger effect | actives 0.19% (n = 290,000) | inhibition, % at 20 µM, or IC50 in µM where a hit was titrated; in the data active means inhibition mostly above about 51%, no sharp cut-off; inconclusive means no clear call, values can overlap the other calls; inactive means mostly below about 53%; further: some results filed as inactive read as strong as hits
SIAH1 antagonists = blockers of Siah-1 interaction with plectin peptide – biochemical, fluorescence polarization, rhodamine-plectin, uHTS, primary screen (AID 1817) | Siah-1 / rhodamine-plectin peptide fluorescence polarization; higher % means a stronger effect | displacement, % at 20 µM; hits with a dose series show IC50 in µM | actives 0.02% (n = 290,000);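 active means displacement of at least 50% at 20 µM, with a fluorescence ratio check between 0.3 and a set limit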;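 further: plate controls were Siah plus tracer with DMSO for no effect and tracer alone without Siah for full effect; strong numbers were not always called active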
Lipid droplet = modulators of hepatic lipid droplet formation; AML12 mouse hepatocytes, oleate lipid droplets, BODIPY imaging; AID 1656; inhibition, % at 6.5 µM; actives 0.4% (n = 240,000);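 active means lipid droplet intensity inhibited by at least 50%, with more than 500 cells counted; inconclusive means wells with under 300 cells, treated as cytotoxic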
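Assay system: AML12 mouse liver cells | Compound dosing: One dose, 6.5 µM compound | Read-out basis: Droplet intensity reduction, % inhibition | Measured by: Fluorescence imaging, 20x objective, two fields per well | Schedule: Overnight treatment with compound plus oleate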
M17LAP inhibition = P. falciparum M17LAP inhibitors, primary screen, biochemical, fluorogenic H-Leu-NHMec substrate, 1536-well (AID 1619). recombinant M17LAP, H-Leu-NHMec fluorogenic kinetic assay; higher % means a stronger effect. inhibition, % at 30 µM, or IC50 in µM where a hit was titrated. actives 0.38% (n = 220,000);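 active means compound inhibiting the enzyme by more than half at any dose during confirmatory dose-response retesting; inconclusive means strong single-dose inhibitors picked by rank but not retested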;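 further: plate controls were full reaction with DMSO carrier for no effect and no enzyme background for full effect; strong numbers were not always called active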
HEK293 NOD2/NF-kB = inhibition of NOD2-driven NF-kB reporter – cell-based, luminescence, uHTS, HEK293 (AID 1566); one-dose inhibition, % at 4 µM; EC50 in µM for titrated hits; actives 0.63% (n = 290,000); HEK293 NOD2/NF-kB luciferase reporter, luminescence; higher % means a stronger effect; further: many of its hits are not listed in these tables
XIAP displacement = small molecules displacing peptide from XIAP – biochemical, IAP family, fluorescence polarization (AID 1018); actives 0.007% (n = 200,000); XIAP BIR domain, fluorescence polarization peptide displacement; higher % means a stronger effect; one-dose displacement, % at 20 µM; IC50 in µM for titrated hits; in the data active means displacement above about 50%; further: a part of the inactive calls stands beside numbers as strong as those of hits
ER stress rescue = protection against thapsigargin-triggered cell killing – 384-well, CSM14.1, ATP luminescence, primary screen (AID 1222). CSM14.1 thapsigargin-induced death rescue, ATP luminescence; higher % means a stronger effect. one-dose cellular ATP content (survival), % at 20 µM; EC50 in µM for titrated hits. 190,000 tested, under 10 active;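 active means EC50 below 50 µM in the dose-response confirmation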;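 further: death triggered by thapsigargin at about 15 µM added after 2 h compound pretreatment; cell ATP read after overnight thapsigargin exposure of roughly 18 to 22 hours; normalized against plate controls of thapsigargin alone and 5% DMSO vehicle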
Lipid droplet cells 6.5 µM = second read-out of Lipid droplet, no call of its own (marks repeat the call); cell count; measured here: cell count, cytotoxicity flag;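 cells counted across two imaged fields per well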
Active calls of the source: *; ? = inconclusive; nt = not tested or not shown. Unless noted, no stated cut-off is given here; in the data, active means inhibition above about 50%; inactive means the rest. A portion of the library (hit frequency here may not be typical).

mol | LYP inhibition | P. falciparum M1AAP | AID2073 | SIAH1 antagonists | Lipid droplet | Lipid droplet cells 6.5 µM | M17LAP inhibition | HEK293 NOD2/NF-kB | XIAP displacement | ER stress rescue
COC(=O)[C@@H]1CC[C@H](C)[C@@H](c2ccc(C)cc2)N1C(=O)c1ccc(/C=N/O[C@H](C)c2cn([C@@H]3COC[C@H]3O)nn2)cc1 | -1% | -4% | 3% | 5% | -1 | 715 | -5% | 3% | -2.8% | -1.1%
COc1ccc2c(CC(=O)OCC(=O)NC(=O)c3cccn3C)coc2c1 | -7% | 2% | 0% | -1% | nt | nt | 7% | 6% | -6.9% | 2.4%
Cc1c(NC(=O)C2CC(c3ccc(F)cc3)=NO2)c(=O)n(-c2ccccc2)n1C (stereo not drawn) | -4% | 0% | ? | -4% | nt | nt | 13% | 4% | -5.1% | -0.3%
OCC(Cc1ccccc1)NCc1ccccc1C(F)(F)F (stereo not drawn) | 1% | 3% | -2% | 1% | -29 | 706 | -1% | -1% | 11% | -1.4%
O=C(CSc1nc(-c2ccco2)cc(C(F)(F)F)n1)Nc1cccnc1 | -4% | 8% | 22% | 0% | nt | nt | 4% | 17% | -3.1% | -2.8%
O=C(COC(=O)c1cc(=O)[nH]c2ccccc12)c1ccccc1 | -5% | 1% | 4% | -5% | -2 | 699 | -2% | -15% | -0.5% | -1.8%
COc1ccccc1N1CCN(S(=O)(=O)c2cccc(F)c2)CC1 | 4% | -1% | 0% | -5% | -10 | 739 | 11% | 1% | -5.1% | -1.0%
O=C(C[n+]1cccc2ccccc21)c1ccc([N+](=O)[O-])cc1 | -3% | 1% | -2% | 8% | 1 | 644 | 28% | 9% | -6.7% | 1.6%
COc1ccc(C(=O)Nc2cc3c(oc2=O)CCCC3=O)cc1 | -1% | 3% | 17% | 0% | -6 | 697 | -1% | -26% | -6.9% | 0.8%
CCC1=C(OC(=O)N(CC)CC)N2C(=O)OC(=NCCc3c[nH]c4ccccc34)[C@]2(Cc2ccccc2)[C@H]2C1=CC[C@H]1C(=O)N(CC(=O)OC)C(=O)[C@H]12 | -2% | 5% | 13% | 12% | -15 | 726 | -10% | 3% | nt | nt
O=C1CC(N2CCN(c3nc4ccccc4s3)CC2)C(=O)N1Cc1cccs1 (stereo not drawn) | 3% | 0% | 2% | -4% | 12 | 792 | 0% | -4% | -5.5% | -1.7%
COc1ccc(/C=C/C(=O)OCC(=O)Nc2ccc(Cl)c(S(=O)(=O)N(C)C)c2)cc1OC | 2% | 10% | 6% | -6% | -23 | 605 | -3% | -7% | -6.1% | 2.0%
O=C(NNC(=O)C1C2CCCCC21)c1coc(=O)c(Br)c1 (stereo not drawn) | -4% | 21% | 7% | 12% | 6 | 751 | 11% | 14% | nt | nt
COc1ccc(CNC(=O)CN(Cc2ccccc2Cl)C(=O)c2csnn2)cc1 | -6% | nt | 27% | -3% | 2 | 816 | nt | 7% | nt | nt
O=C(NCc1nc(-c2ccccc2)no1)c1ccc2c(c1)OCO2 | 2% | 6% | -3% | 3% | -7 | 766 | 4% | -22% | -17% | -3.4%
CCCc1cc(C(=O)N2CCCC(N3CCN(c4ccc(F)cc4)CC3)C2)no1 (stereo not drawn) | -12% | nt | -4% | 13% | 19 | 734 | nt | 6% | nt | nt
CCOC(=O)C1(CCCc2ccccc2)CCN(C(=O)c2cnc(C)cn2)CC1 | -14% | 9% | -9% | -7% | -10 | 687 | 0% | -43% | -8.1% | 2.1%
CCc1cc(C(=O)NNC(=S)Nc2ccccc2C)cs1 | -7% | -18% | -32% | 3% | 2 | 744 | -6% | -102% | -7.9% | -0.8%
Cc1ccc(CNS(=O)(=O)c2ccc3c(c2)NC(=O)CO3)cc1 | -12% | nt | -1% | 12% | 4 | 766 | nt | 13% | nt | nt
CCOc1ccccc1NC(=O)C(=O)N/N=C/c1cc(Br)ccc1O | 6% | 13% | ? | 3% | -13 | 580 | 0% | 25% | -5.9% | -0.5%
Cc1cc(NC(=O)CSCc2ccccc2C)no1 | -8% | 4% | 8% | 0% | 4 | 625 | 4% | 6% | -7.7% | nt
CCOC(=O)C1CN(S(C)(=O)=O)c2cc(CC(=O)OC)ccc2O1 (stereo not drawn) | 2% | 2% | 1% | -4% | 5 | 679 | -5% | 5% | -7.3% | -0.8%
O=c1c(Cl)c(N2CCOCC2)cnn1-c1nc2ccccc2[nH]1 | -1% | 11% | 21% | 2% | -6 | 716 | -2% | -110% | -4.9% | -3.6%
CN=Cc1sc2ccccc2c1O | 4% | 3% | -20% | -1% | nt | nt | -9% | 4% | -4.3% | -1.3%
CCCCCC[n+]1c(-c2ccc(Cl)cc2Cl)csc1Nc1ccccc1 | 0% | -3% | 0% | 4% | -18 | 594 | 4% | -6% | 2.0% | -4.1%
Cc1ccc(SCCNC(=O)c2ccc(C)c(S(=O)(=O)Nc3cccc(C)c3)c2)cc1 | 1% | 6% | 6% | 4% | nt | nt | -2% | -10% | 0.8% | -1.5%
CC(=O)c1nn(-c2cccc(C(F)(F)F)c2)c(=O)[nH]c1=O | -7% | nt | 25% | 1% | nt | nt | nt | -48% | nt | nt
Cc1cc(C)n2nc(-c3ccc(Cl)cc3)cc2n1 | -6% | nt | -9% | 4% | -11 | 803 | nt | -56% | nt | nt
O=C(Nc1ccnc(-c2cccnc2)n1)c1ccc(F)cc1 | -9% | -4% | 6% | 2% | -1 | 713 | -3% | 26% | -1.2% | 1.4%
CCCC(C)C(=O)Nc1ccc(NC(C)=O)cc1 (stereo not drawn) | -4% | -2% | -4% | -3% | 17 | 801 | -3% | 1% | -1.9% | -0.4%
CCC(c1nnnn1Cc1ccco1)N1CCC(C(N)=O)CC1 (stereo not drawn) | -2% | 10% | 6% | 0% | nt | nt | 13% | 7% | -4.1% | -0.5%
NC(=O)Cn1c2[n+](c3ccccc31)CC(O)CS2 (stereo not drawn) | -8% | 12% | -2% | -4% | -8 | 813 | 12% | -5% | -5.4% | -1.5%
C#CCOCCOCCOCCNc1nc(N2CCOCC2)nc(N2CCN(C(=O)[C@H]([C@@H](C)CC)n3cc([C@@H](N)CO)nn3)CC2)n1 | -7% | 0% | 5% | 0% | 4 | 666 | 1% | -12% | -8.5% | -0.6%
CCOC(=O)CNC(=O)CNC(=O)c1ccc(OC(C)C)cc1 | -7% | 8% | -2% | -1% | 7 | 722 | 6% | -4% | nt | nt
Cc1ccc(S(=O)(=O)N2CCCN(S(=O)(=O)c3ccc4c(c3)OCCO4)CC2)cc1 | 2% | -5% | 7% | 12% | nt | nt | -11% | -33% | -3.2% | -0.7%
CSCC[C@H](NC(=O)[C@@H]1Cc2ccccc2CN1)C(=O)Nc1cccc(C)c1 | -6% | nt | 2% | -3% | 1 | 700 | nt | 11% | nt | nt
CN(C)/C=N/C1=C(C#N)C(c2ccc(Br)cc2)c2ccc3ccccc3c2O1 (stereo not drawn) | 1% | nt | 7% | -5% | nt | nt | nt | -8% | nt | nt
Cc1ccc(NC(CC(=O)c2ccccc2)C(=O)O)cc1Cl (stereo not drawn) | -2% | -3% | 3% | -1% | -3 | 717 | -5% | -119% | nt | nt
CCCOc1ccc(/C=N/NC(=O)c2nnn(-c3nonc3N)c2-c2cccs2)cc1OC | -1% | nt | 27% | 5% | 7 | 694 | nt | 13% | nt | nt
Cc1cccc(Cn2cc3c(=O)n(Cc4cccc(F)c4)nc-3c3ccccc32)c1 | -6% | nt | 13% | 9% | -11 | 799 | nt | 17% | nt | nt
O=C1CCCC/C1=C/NCc1ccccc1 | -6% | 8% | 12% | 1% | -25 | 631 | 12% | -16% | -8.9% | -1.7%
CSc1ccc(CNCCN2CCOCC2)cc1 | -12% | 3% | 11% | 8% | nt | nt | 6% | 8% | -4.7% | 0.4%
O=C(CN1CCOCC1)Nc1ccc2c(c1)OCO2 | -5% | -2% | 19% | 1% | -2 | 658 | 16% | 0% | -1.5% | 0.6%
Cc1nc2ccc([N+](=O)[O-])cc2[nH]1 | -3% | -3% | -4% | 5% | 8 | 707 | 8% | 1% | -6.3% | -0.9%
CC1CCCCC1NC1=NCCCS1 (stereo not drawn) | -4% | -1% | -6% | 0% | -1 | 677 | -3% | 10% | -13% | -1.1%
O=C(NCC(=O)N(c1cccnc1)C(C(=O)NC1CCCCC1)c1ccccc1)c1ccco1 (stereo not drawn) | -12% | nt | -11% | 3% | -3 | 837 | nt | -1% | nt | nt
O=C(O)c1ccc(CN2CCCCC2)o1 | -2% | -1% | -2% | 4% | nt | nt | -4% | 3% | 0.1% | -1.1%
CC1CCCCN1C(=O)CCn1c(=O)oc2ccccc21 (stereo not drawn) | -8% | nt | 7% | 2% | 13 | 852 | nt | 12% | nt | nt
COc1cccc(/C=C/C(=C2/C(=O)N(c3ccccc3)N=C2C)c2ccccc2)c1OC | -7% | 4% | -2% | -5% | 20 | 677 | -3% | nt | -5.3% | -1.4%
CCc1ccc(N(C(=O)c2ccoc2C)C(C(=O)NC2CCCC2)c2ccc(OC)cc2)cc1 (stereo not drawn) | 1% | -3% | -3% | 5% | nt | nt | -7% | 6% | -1.9% | -0.7%
NS(=O)(=O)c1ccc(CCNCc2ccccc2OCc2ccc(Cl)cc2)cc1 | -8% | nt | 6% | 3% | 0 | 762 | nt | 18% | nt | nt
COc1ccc(NS(=O)(=O)c2ccc(NC(=O)C(C)(C(F)(F)F)C(F)(F)F)cc2)nn1 | 2% | 3% | -3% | -2% | nt | nt | 10% | 14% | -3.4% | -3.2%
O=C(NCCCN1CCCC(O)C1)c1cc(COc2ccc(F)cc2F)on1 (stereo not drawn) | -10% | nt | -1% | 12% | -2 | 811 | nt | 14% | nt | nt
CCOc1ccc2nc(NC(=O)C3=NNC(=O)CC3)sc2c1 | -1% | -2% | 12% | -2% | -2 | 676 | -9% | -12% | -3.4% | -1.1%
CCC(c1nnnn1C1CCCC1)N1CCN(Cc2ccccc2)CC1 (stereo not drawn) | -6% | -2% | -10% | 7% | 12 | 682 | -6% | 1% | -1.5% | -0.3%
Cc1cc(C(=O)CCl)c(C)n1CCc1ccc(Cl)cc1 | 4% | 4% | 2% | 3% | 9 | 666 | 3% | nt | -1.8% | -2.0%
O=C(CN(CC1CCCO1)C(=O)CNS(=O)(=O)c1ccc(Cl)cc1)NCCc1ccccc1 (stereo not drawn) | -7% | -4% | 3% | -1% | nt | nt | 6% | 12% | -1.6% | -0.8%
CC(=O)Nc1ccc(-c2cn3cc(C)ccc3n2)cc1 | -26% | -1% | 16% | 7% | 23 | 738 | -6% | -86% | -11% | -2.7%
Cc1ccc(CNS(=O)(=O)c2cn(C)cn2)cc1 | -7% | -3% | -1% | 1% | nt | nt | 12% | 6% | -1.7% | -1.6%
